RGS4-Gao reg – modulators of RGS4 binding to Galphao, primary screen, biochemical, multiplexed bead flow cytometry | Guanine nucleotide-binding protein G(o) subunit alpha (Homo sapiens), P09471 | actives lie on both sides | binding response (% of control), % at 10 µM | 220,000 tested, 0.33% active; in the data active means binding response below about 49% or above about 150%; inactive means in between;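 further: fluorescent Galphao activated with aluminum fluoride binding bead-coupled RGS4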
Target sequence (P09471 whole entry, looked up): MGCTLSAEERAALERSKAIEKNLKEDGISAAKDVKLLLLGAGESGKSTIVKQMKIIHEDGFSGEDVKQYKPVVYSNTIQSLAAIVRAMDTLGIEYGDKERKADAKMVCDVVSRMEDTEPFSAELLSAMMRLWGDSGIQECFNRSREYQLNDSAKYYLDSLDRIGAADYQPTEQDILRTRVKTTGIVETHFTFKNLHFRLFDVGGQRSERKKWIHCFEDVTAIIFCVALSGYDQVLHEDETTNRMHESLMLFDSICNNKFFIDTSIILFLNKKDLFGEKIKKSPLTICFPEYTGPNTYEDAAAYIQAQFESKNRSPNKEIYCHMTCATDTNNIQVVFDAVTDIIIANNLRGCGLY
Bfl-1 Bim block – inhibitors of Bim binding to Bfl-1, primary screen, biochemical, multiplexed, bead-based flow cytometry | Bim-Bfl-1 binding inhibition | inhibition, % at 10 µM | 190,000 tested, 0.12% active;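 further: 0% = wells without compound plus tracer and 100% = blocker peptide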
Avidin bead fluor – green autofluorescence of compounds with avidin beads – biophysical, 488/530 nm, flow cytometry, artefact control, profiling panel; compound fluorescence 488/530 nm; hits give high values; fluorescence (KMESF) at 10 µM; 220,000 tested, 0.38% active; AID 1775, 2009; in the data active means fluorescence above about 47; further: inactives centre near 10
Bcl-B Bim block – inhibitors of Bim-Bcl-B binding, primary screen, biochemical, multiplexed, human Bcl-2 family; Bcl-2-like protein 10 (Homo sapiens), Q9HD36; bead-based flow cytometry, Bim peptide-Bcl-B binding; AID 951, 2007; 190,000 tested, 0.073% active; inhibition, % at 10 µM;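 further: 0% = tracer peptide without compound and 100% = reference inhibitor peptide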
Target sequence (Q9HD36 whole entry, looked up): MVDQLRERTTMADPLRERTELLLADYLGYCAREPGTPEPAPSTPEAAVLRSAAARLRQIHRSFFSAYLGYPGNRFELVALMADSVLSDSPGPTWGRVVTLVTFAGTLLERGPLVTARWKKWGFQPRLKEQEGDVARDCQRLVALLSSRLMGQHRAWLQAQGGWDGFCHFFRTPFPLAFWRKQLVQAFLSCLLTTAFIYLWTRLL
GSH fluor – compound fluorescence on glutathione beads, profiling panel, artefact control, biophysical, 488/530 nm, flow cytometry. 190,000 tested, 0.25% active. AID 1776, 2009. GSH beads flow cytometry, compound fluorescence 488/530 nm; hits give high values. fluorescence (KMESF) at 10 µM; in the data active means fluorescence above about 89;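 further: glutathione beads carrying GST-tagged Bcl family fusion proteins plus one bare bead set; values are compound well signal with DMSO vehicle wells as background; inactives centre near 16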
Bcl-2 Bim block – inhibitors of Bim-Bcl-2 binding, primary screen, biochemical, multiplexed, human Bcl-2 family; 190,000 tested, 0.06% active; inhibition, % at 10 µM; AID 950, 2007; Bead-based flow cytometry, Bim peptide-Bcl-2 binding; Apoptosis regulator Bcl-2 (Homo sapiens), P10415; in the data active means inhibition above about 40%; inconclusive means no clear call, values can overlap the other calls;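 further: 0% = no compound wells with probe peptide and 100% = reference peptide inhibitor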
Target sequence (P10415 whole entry, looked up): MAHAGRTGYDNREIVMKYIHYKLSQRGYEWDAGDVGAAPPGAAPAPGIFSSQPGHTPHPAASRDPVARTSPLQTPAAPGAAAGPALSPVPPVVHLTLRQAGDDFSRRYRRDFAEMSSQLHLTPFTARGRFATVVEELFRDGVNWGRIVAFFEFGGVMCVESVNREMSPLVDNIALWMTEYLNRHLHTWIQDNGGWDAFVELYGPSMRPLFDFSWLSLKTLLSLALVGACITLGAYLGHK
RGS7-Gao – RGS7-Galphao binding modulators, primary screen, biochemical, multiplexed bead flow cytometry. actives lie on both sides. Guanine nucleotide-binding protein G(o) subunit alpha (Homo sapiens), P09471. 220,000 tested, 0.35% active. binding response (% of control), % at 10 µM; in the data active means binding response below about 49% or above about 150%; inconclusive means no clear call, values can overlap the other calls; inactive means in between;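 further: fluorescent Galphao held in activated GDP-AlF4 state binding bead-coupled RGS7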
ABCB1 block – ABCB1 efflux pump inhibitors, primary screen, cell-based, multiplex, flow cytometry, ABCG2 counter-screen | CCRF-Adr cells, JC-1 efflux | inhibition, % at 6.6 µM | 190,000 tested, 0.067% active; in the data active means inhibition above about 40%;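 further: 0% = vehicle and 100% = reference inhibitor; higher value means more JC-1 retained so stronger ABCB1 efflux block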
Bcl-XL Bim block – inhibitors of Bim-Bcl-XL binding, primary screen, biochemical, multiplexed, bead flow cytometry, human Bcl-XL; Bcl-2-like protein 1 (Homo sapiens), Q07817; Bim peptide-Bcl-XL binding, fluorescence; inhibition, % at 10 µM; 190,000 tested, 0.04% active; AID 1007, 2008
Bim-Bcl-W – inhibitors of Bim binding to Bcl-W, primary screen, biochemical, multiplexed, bead-based flow cytometry; Bcl-2-like protein 2 (Homo sapiens), Q92843; Bim peptide-Bcl-W binding; inhibition, % at 10 µM; 190,000 tested, 0.02% active;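 further: 0% = bound tracer without compound and 100% = peptide blocker; higher means less fluorescent Bim peptide bound to Bcl-W beads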
Target sequence (Q92843 whole entry, looked up): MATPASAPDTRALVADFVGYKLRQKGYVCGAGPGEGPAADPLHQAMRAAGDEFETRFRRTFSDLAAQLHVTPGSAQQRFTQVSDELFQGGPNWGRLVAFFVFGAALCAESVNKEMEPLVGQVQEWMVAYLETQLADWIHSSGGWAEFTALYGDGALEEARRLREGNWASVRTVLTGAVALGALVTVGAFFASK
ABCG2 block – ABCG2 efflux pump inhibitors, primary screen, multiplex with ABCB1, IgMXP3 cells, flow cytometry. AID 1325, 2008. inhibition, % at 6.6 µM. JC-1 efflux. 190,000 tested, 0.1% active;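 active means inhibition above 80%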;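 further: 0% = DMSO and 100% = nicardipine control wells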
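Incubation: cells with compound and JC-1, 10 min at 25 °C, rotating, no wash / Test system: IgMXP3 (ABCG2) plus far-red-tagged CCRF-Adr (ABCB1) cells / Compound dosing: one concentration, 6.6 µM final / Also added: JC-1 fluorescent substrate / Evaluation: efflux inhibition in percent versus controls / Detection: flow cytometry, 530 nm JC-1 signal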
Numbers without * were called inactive; u = inconclusive; x = not tested or not shown. Unless noted, no stated cut-off is given here; in the data, active means inhibition above about 40%.

Below each compound – RGS4-Gao reg	Bfl-1 Bim block	Avidin bead fluor	Bcl-B Bim block	GSH fluor	Bcl-2 Bim block	RGS7-Gao	ABCB1 block	Bcl-XL Bim block	Bim-Bcl-W	ABCG2 block
COc1ccc(Cn2nnnc2C(c2cc3cccc(C)c3[nH]c2=O)N2CCN(C)CC2)cc1 (stereo not given)
    100	-2	21	-2	11	0	99	-0.1	-1	0	0
COc1ccc(NC(=O)CC2SC(=Nc3ccccc3)NC2=O)cc1 (stereo not given)
    104	0	26	-6	13	-5	105	0.3	-2	-4	3
O=c1/c(=C/c2ccc(O)cc2)sc2nc3cc(Br)cnc3n12
    97	4	19	-24	10	-1	102	0.1	-4	-1	2
Cc1ccc(-n2nc(C)c3c2OC(N)=C(C#N)C3c2ccc(F)cc2)cc1 (stereo not given)
    106	3	28	5	10	3	106	0.6	0	3	4
CCOCc1c(C(=O)NC2=Nc3ccccc3NC(CC)=C2C(=O)OCC)oc2ccccc12
    102	-4	9	0	16	-6	100	5.8	1	0	9
CCOC(=O)c1nccnc1C(=O)Nc1ccc(C(F)(F)F)cc1
    100	2	8	0	17	0	u	0.0	-2	-3	0
Cc1cc2c(cc1C)N(C(=O)CN1C(=O)c3ccccc3C1=O)C(C)(C)c1ssc(=S)c1-2
    103	-1	23	-2	10	-2	99	2.1	-1	1	3
CCOC(=O)c1oc2ccccc2c1CN1CCN(C(=O)c2ccccc2)CC1
    104	-11	6	-6	17	-12	105	1.8	-3	-1	8
CCOc1ccc(-n2c(C)nc3cc(C(=O)NCc4ccc5c(c4)OCO5)ccc32)cc1
    104	0	3	-9	6	1	104	0.6	-1	-1	6
CCOc1ccc2nc(SCC#N)c(C#N)cc2c1
    101	-2	43	-1	17	-3	102	0.1	-2	-3	0
O=C(N/N=C/c1cc(Br)c(Br)o1)C(O)c1ccccc1 (stereo not given)
    96	-2	13	-13	14	-10	98	-1.4	-5	0	-9
O=C(CSc1ccc(Cl)cc1)Nc1ccccc1Oc1ccccc1
    101	-6	14	-5	12	-7	104	0.4	-7	-2	1
O=C(Nc1cccc(C(F)(F)F)c1)C12CC3CC(CC(C3)C1)C2
    98	-3	6	-2	17	0	103	0.3	-4	-2	1
NC(=O)c1cccc2c3c([nH]c12)CCCC3
    99	3	16	-5	15	-3	100	0.4	2	3	3
Fc1ccccc1OCCCN1CCOCC1
    96	-1	11	-2	25	-2	96	0.0	-1	-4	1

Below each compound – RGS4-Gao reg	Bfl-1 Bim block	Avidin bead fluor	Bcl-B Bim block	GSH fluor	Bcl-2 Bim block	RGS7-Gao	ABCB1 block	Bcl-XL Bim block	Bim-Bcl-W	ABCG2 block
COc1ccc(OC)c(C2C(C(=O)c3ccccc3)=C(C)Nc3nc4ccccc4n32)c1 (stereo not given)
    x	0	x	-4	16	0	x	1.2	-2	-3	1
COc1ccc(NC(=O)C23CC4CC(C2)CC(n2cnc(Br)n2)(C4)C3)c(C)c1
    103	-9	4	-4	21	-2	101	0.5	-5	0	2
O=C(O)CCCSCC(=O)Nc1ccccc1
    101	-6	12	-7	11	-9	103	0.0	0	1	0
Cc1cc(N2CCN(C(=O)c3ccco3)CC2)n2nc(-c3cccc(Cl)c3)cc2n1
    106	-19	30	-5	18	-10	103	16	-5	0	57
COc1ccc(C(=O)OCC(=O)NCC2CCCCC2)cc1S(=O)(=O)N1CCCc2ccccc21
    103	-21	43	-10	23	-13	108	4.7	-9	0	30
CCNc1nc(NCC)nc(Oc2ccc(OCc3ccccc3)nn2)n1
    101	6	20	4	60	7	104	0.3	3	4	1
Cc1ccc(Nc2ccc(N3CCN(c4ccc([N+](=O)[O-])cc4)CC3)nn2)cc1
    100	-6	6	-3	21	-3	104	0.4	-4	-3	2
COc1ccc(OC)c(C(c2nnnn2C2CCCC2)N2CCN(c3ccc(F)cc3)CC2)c1 (stereo not given)
    99	-18	16	-10	36	-13	100	2.7	-11	-4	36
CCOc1ccc(/C=C/C2=Cc3c(sc(NC(=O)CSc4n[nH]c(N)n4)c3C#N)C(C)(C)C2)cc1
    96	9	25	-37	14	9	102	-0.6	3	-1	-2
CCC(Sc1nc(C)cc(C)n1)C(=O)O (stereo not given)
    102	-13	30	-5	20	-8	102	-0.2	-5	-1	2
Cc1cc(C(=O)CN2C(=O)CCC2=O)c(C)n1Cc1ccccc1
    87	-5	1	-3	49	-1	96	0.9	-1	-3	4
O=C(CCc1nnc(-c2ccc(-c3ccccc3)cc2)o1)NCCc1ccccn1
    101	-4	11	0	11	-5	106	0.2	1	0	2
CCCCSc1nsc(NC(C)=O)n1
    104	-16	26	-6	22	-8	103	0.5	-3	0	12
CCOC(=O)c1c(NC(=O)c2ccc(N3CCOCC3)c([N+](=O)[O-])c2)sc(C)c1C
    97	-11	9	-10	13	-11	99	0.5	-10	2	5
CCOC(=O)c1c(NC(=O)C2C3C=CC(C3)C2(C)C(=O)O)sc2c1CCCC2 (stereo not given)
    103	-2	2	-3	9	-3	96	1.1	-4	-3	6

Random excerpt: 5 entries already listed, in no set order.
Below each compound – RGS4-Gao reg	Bfl-1 Bim block	Avidin bead fluor	Bcl-B Bim block	GSH fluor	Bcl-2 Bim block	RGS7-Gao	ABCB1 block	Bcl-XL Bim block	Bim-Bcl-W	ABCG2 block
O=C(CCc1nnc(-c2ccc(-c3ccccc3)cc2)o1)NCCc1ccccn1
    101	-4	11	0	11	-5	106	0.2	1	0	2
COc1ccc(Cn2nnnc2C(c2cc3cccc(C)c3[nH]c2=O)N2CCN(C)CC2)cc1 (stereo not given)
    100	-2	21	-2	11	0	99	-0.1	-1	0	0
O=C(Nc1cccc(C(F)(F)F)c1)C12CC3CC(CC(C3)C1)C2
    98	-3	6	-2	17	0	103	0.3	-4	-2	1
CCOC(=O)c1c(NC(=O)c2ccc(N3CCOCC3)c([N+](=O)[O-])c2)sc(C)c1C
    97	-11	9	-10	13	-11	99	0.5	-10	2	5
Fc1ccccc1OCCCN1CCOCC1
    96	-1	11	-2	25	-2	96	0.0	-1	-4	1

(more compounds)
Below each compound – RGS4-Gao reg	Bfl-1 Bim block	Avidin bead fluor	Bcl-B Bim block	GSH fluor	Bcl-2 Bim block	RGS7-Gao	ABCB1 block	Bcl-XL Bim block	Bim-Bcl-W	ABCG2 block
Cc1ccc2c(c1)N(CC(=O)NCc1cccnc1)C(=O)CO2
    103	-1	6	-3	15	1	102	1.9	-4	-2	25
CCCCC1CC1C(=O)Nc1ccc(OC)c(OC)c1 (stereo not given)
    105	-11	11	-7	28	-8	104	0.2	-12	0	3
CC(=O)N1CCC(N(CCN2CCOCC2)C(=S)Nc2ccccc2C)CC1
    103	0	16	0	20	5	105	-0.7	1	3	-6
Cc1ccc(-c2nc3ncccn3c2Nc2ccccc2C)o1
    97	9	6	1	17	-2	94	3.6	1	3	9
COC(=O)c1ccc(/C=N\n2c(C)nnc2C)cc1
    104	14	19	11	20	14	101	-0.6	18	8	7
COc1cc(C(=O)N/N=C(\C)c2ccc3c(c2)OCO3)cc(OC)c1OC
    94	-11	4	-5	17	-1	70	0.1	-4	-2	1
CCCCC(=O)Nc1ccc2c3c(cccc13)C(=O)N2CC
    98	0	8	1	5	-2	100	0.7	3	1	2
S=C(NCc1ccc2c(c1)OCO2)NCc1ccc2c(c1)OCO2
    107	1	2	-5	5	1	108	-0.3	0	-1	-2
O=C1c2ccncc2C(=O)N1CO
    -31*	-2	-3	-1	11	-3	-10*	0.9	-2	-3	3
Cc1cc([N+](=O)[O-])ccc1N=Nc1c(N)[nH]n(-c2ccccc2)c1=O
    104	-5	23	0	10	0	100	-0.5	-2	1	-1
O=[n+]1c2c(n([O-])c3c1CCC3)CCCC2
    104	-4	10	-4	27	-8	109	1.1	-1	-2	11
CCOC(=O)c1ccc(NC2c3ccccc3C(=O)N2c2ccc(C)cn2)cc1 (stereo not given)
    101	-12	6	-5	20	-9	106	1.1	-3	0	7
CC(=O)c1ccc(OCCCC(=O)OCc2nnc(-c3ccc(Cl)cc3)o2)cc1
    98	-3	36	-6	27	-6	100	0.1	-7	-2	6
COc1ccc(-c2nc3ccccc3c(=O)n2CCOc2ccccc2C)cc1
    101	-7	4	-12	18	-5	100	0.2	-16	-14	-2
COc1ccccc1-c1c(C)nn2c(NCCN3CCCC3)cc(C)nc12
    108	-7	4	0	30	-1	101	0.7	-5	-4	0

An excerpt from above, reduced to Avidin bead fluor, Bfl-1 Bim block and ABCG2 block:
smiles | Avidin bead fluor | Bfl-1 Bim block | ABCG2 block
COc1cc(C(=O)N/N=C(\C)c2ccc3c(c2)OCO3)cc(OC)c1OC | 4 | -11 | 1
CCCCC(=O)Nc1ccc2c3c(cccc13)C(=O)N2CC | 8 | 0 | 2
S=C(NCc1ccc2c(c1)OCO2)NCc1ccc2c(c1)OCO2 | 2 | 1 | -2

Additional results:
Below each compound – RGS4-Gao reg	Bfl-1 Bim block	Avidin bead fluor	Bcl-B Bim block	GSH fluor	Bcl-2 Bim block	RGS7-Gao	ABCB1 block	Bcl-XL Bim block	Bim-Bcl-W	ABCG2 block
c1cn(C23CC4CC(CC(C4)C2)C3)cn1
    103	-11	17	-5	23	-10	101	0.6	-2	0	1
Cc1ccc(C(=O)CC(=O)COc2ccc(Cl)cc2C)cc1
    83	6	5	3	15	4	81	-0.3	1	3	0
COc1ccc(OCCCn2cc(/C=C3/C(=N)N4C=C(C)SC4=NC3=O)c3ccccc32)cc1
    111	0	14	-7	5	-3	115	0.1	-7	-1	-3
CCn1c(CNC(=O)c2ccco2)nnc1SCC(=O)c1ccc(OC)cc1
    92	-6	12	0	10	-4	90	0.3	-1	0	3
COc1ccccc1C(=O)NCc1ccc(-c2nc3ccccc3s2)cc1
    101	-5	9	-5	10	-6	102	-0.5	-8	-6	0
CSc1ccc(C(=S)N2CCN(Cc3ccccc3)CC2)cc1
    105	0	4	-21	17	-1	148	0.5	-1	3	2
Cc1[nH]n(-c2cccc(Cl)c2)c(=O)c1-c1ccccc1
    102	-15	12	-12	31	-7	102	0.5	-2	0	10
CC(=O)N1CCc2cc(S(=O)(=O)NCCC(=O)N3CCc4ccccc4C3)ccc21
    98	-24	12	-11	26	-16	100	0.9	-14	-7	6
CCOC(=O)c1nnc(-c2ccccc2)nc1N1CC(C)OC(C)C1 (stereo not given)
    99	3	11	1	11	-1	u	2.2	0	0	6
Nc1[nH]c(=S)nc2nc(-c3ccccc3)c(-c3ccccc3)nc12
    96	0	5	-7	5	-3	92	0.1	2	0	6

Screening data as filed in PubChem BioAssay.

Compounds as they come. Share with any hit: about 1.3%.
